Luc counter = blocks Kinase-Glo luciferase, a counter-screen artifact | Q27757 | Kinase-Glo luciferase, ATP luminescence, 8 min | Potency, µM (doses to about 38.3 µM), inactives show at the highest dose activity change, negative = inhibition, most hits filed as inhibitors | 0.28% of 200,000 active; further: on the % scale 0 is the no-effect control and ±100 the full control effect; nearly all actives have a fitted effect of over 60% in size
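Light output from Kinase-Glo luciferase with luciferin and 10 uM ATP in 50 mM imidazole pH 7.2, KCl, MgCl2, Tween 20, BSA; compound pin-delivered, 8-min ambient incubation, then luminescence read.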
IMPase Li inh = cell-permeable IMPase inhibitors with lithium potentiation. CHO-M1 cells, IP1 TR-FRET (IP-One), carbachol + lithium. Potency, µM (series often up to 59.4 µM), inactives show top-dose activity, negative = IMPase inhibition, usual class: inhibitors. 0.35% of 210,000 active;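 further: IP1 builds up when IMPase is blocked and the TR-FRET signal falls; plate controls were basal vehicle for no effect and high inhibitor control for full effect; nearly all actives have a fitted effect of over 50% in size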
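Concentration–response in CHO-M1 cells, lithium-potentiated; 30 min at 37C. IP1 detected by competitive TR-FRET after 10 min lysis at RT. Hill-fitted AC50.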
RECQ1 helicase = inhibitors of human RECQ1 DNA helicase. RECQ1 DNA unwinding, red fluorescence kinetic read. Potency, µM (series often up to 57.3 µM), for the others: top-dose activity, negative = inhibition, usual class: inhibitors. 0.54% of 240,000 active;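 further: plate controls were vehicle for no effect and no enzyme for full effect; nearly all actives have a fitted effect of over 30% in size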
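RECQ1T1 50 nM; forked duplex (20 bp + 30-nt ss tails) 200 nM, ATP 2 mM final; pH 8.0, 2 mM MgCl2, 2.5 ug/ml poly(dI-dC); 15 min compound preincubation; discontinuous kinetic read over 2 h at RT.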
Epigenetic reg = epigenetic control regulation, reporter derepression; 0.2% of 280,000 active; murine LDR cells, GFP reporter derepression, 30 h; Potency, µM (doses to about 53.9 µM), inactives show at the top dose GFP activation, most hits filed as activators; further: % of control where 0% means no effect; nearly all actives have a fitted effect of over 60% in size
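Reporter derepression read as number of fluorescent GFP-positive objects, 20-120 um in size, counted by laser-scanning cytometer. Mouse LDR line with an epigenetically silenced CMV-GFP locus; compound incubation 30 h, 37 C.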
RGS12 GoLoco inh = RGS12 GoLoco-Gai1 interaction inhibition. Potency, µM (series often up to 61.6 µM), without a hit: at the top dose activity, negative = inhibition, actives largely listed as inhibitors. 0.44% of 230,000 active. Gai1:RGS12 GoLoco peptide FP, rhodamine, 10 min; active means well fitted inhibition curve with a large enough effect, not every such curve was filed as active; inactive means no such curve, though single readings can be large or run the other way; further: on the % scale 0 is the no-effect control and ±100 the full control effect; nearly all actives have a fitted effect of over 30% in size; many of its hits are not listed in these tables
Target sequence (P63096 whole entry, looked up): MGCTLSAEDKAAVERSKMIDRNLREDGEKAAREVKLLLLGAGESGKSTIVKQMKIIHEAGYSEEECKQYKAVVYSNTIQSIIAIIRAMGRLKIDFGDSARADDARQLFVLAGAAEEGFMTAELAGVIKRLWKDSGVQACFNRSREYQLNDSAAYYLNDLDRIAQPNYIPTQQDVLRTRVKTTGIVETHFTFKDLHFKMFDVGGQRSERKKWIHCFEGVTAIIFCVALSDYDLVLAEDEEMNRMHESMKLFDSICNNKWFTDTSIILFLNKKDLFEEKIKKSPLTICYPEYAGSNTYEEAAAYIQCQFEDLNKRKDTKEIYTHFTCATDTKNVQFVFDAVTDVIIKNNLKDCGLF
NPSR antag = blocks cAMP signaling of the human neuropeptide S receptor. CHO-NPSR cells, cAMP TR-FRET, antagonist mode. 1% of 220,000 active. Potency, µM (top dose mostly 38.3 µM), for the others: at the highest dose activity change, negative = inhibition, hits mostly inhibitors; further: on the % scale 0 is the no-effect control and ±100 the full control effect; nearly all actives have a fitted effect of over 50% in size; many of its hits are not listed in these tables
Target sequence (Q6W5P4 whole entry, looked up): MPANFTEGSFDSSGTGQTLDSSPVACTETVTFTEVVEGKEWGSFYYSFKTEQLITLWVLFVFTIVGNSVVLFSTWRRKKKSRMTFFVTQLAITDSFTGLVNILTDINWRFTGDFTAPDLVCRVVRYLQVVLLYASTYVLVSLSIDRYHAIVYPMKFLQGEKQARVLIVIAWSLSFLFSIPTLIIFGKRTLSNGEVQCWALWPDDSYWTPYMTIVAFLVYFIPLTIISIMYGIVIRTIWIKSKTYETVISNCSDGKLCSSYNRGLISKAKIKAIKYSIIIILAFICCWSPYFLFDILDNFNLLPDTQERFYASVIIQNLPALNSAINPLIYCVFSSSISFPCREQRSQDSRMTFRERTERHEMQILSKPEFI
KDM4E inh = inhibitors of human JMJD2E histone demethylase; B2RXH2; JMJD2E catalytic domain, FDH-coupled NADH fluorescence (FDH is formaldehyde dehydrogenase); Potency, µM (series often up to 57.1 µM), without a hit: at the top dose activity change, negative = inhibition, usual class: inhibitors; 1.6% of 230,000 active; AID 2147; active means well fitted inhibition curve with a large enough effect, not every such curve was filed as active; inconclusive means small, poorly fitted or top-dose-only effect, or another doubt; inactive means no such curve, though single readings can be large or run the other way;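 further: 0% = wells with enzyme and -100% = buffer wells without enzyme; nearly all actives have a fitted effect of over 50% in size; many of its hits are not listed in these tables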
Target sequence (B2RXH2 1-337 limits assumed): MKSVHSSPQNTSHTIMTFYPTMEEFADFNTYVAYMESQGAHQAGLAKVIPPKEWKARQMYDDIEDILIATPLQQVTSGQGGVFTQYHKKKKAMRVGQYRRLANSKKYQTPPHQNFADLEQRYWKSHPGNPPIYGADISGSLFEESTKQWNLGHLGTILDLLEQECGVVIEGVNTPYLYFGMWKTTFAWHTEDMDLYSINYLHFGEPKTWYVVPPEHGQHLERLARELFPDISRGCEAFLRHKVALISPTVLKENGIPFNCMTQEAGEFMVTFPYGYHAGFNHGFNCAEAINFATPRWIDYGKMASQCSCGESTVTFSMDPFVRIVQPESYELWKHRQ
SMN2 splice up = enhancers of SMN2 splice variant expression; HEK293 SMN2-luciferase splicing reporter, luminescence, 30-36 h; Potency, µM (titrated, usually from 46.1 µM), for inactives: at the top dose activity change, positive = activation, actives largely listed as activators; 2.8% of 210,000 active; AID 1458; further: % of control where 0% means no effect; nearly all actives have a fitted effect of over 55% in size
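qHTS luciferase splicing reporter: luminescence rises when SMN2 exon 7 is included in transfected HEK293 cells. Compound exposure lasted 30-36 h at 37C, with 4.5 mM final sodium butyrate as control, followed by a ONE-Glo read.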
Active calls of the source: *; i = inactive; ? = inconclusive; · = no result given; & = joins results of further samples; [ ] = dose if it differs, or a comment. Unless noted, the call rests on the fitted dose curve; in most records, active means well fitted curve in the direction sought with a large enough effect; inconclusive means small, poorly fitted or top-dose-only effect, or another doubt; inactive means no such curve, though single readings can be large; an effect the other way counts as inactive or inconclusive. Potency means the concentration at half of the fitted maximal effect. An excerpt. The share of hits here may be higher or lower than overall.

Below each SMILES: Luc counter, IMPase Li inh, RECQ1 helicase, Epigenetic reg, RGS12 GoLoco inh, NPSR antag, KDM4E inh, SMN2 splice up
> COc1ccc(CCNC(=O)CSc2nc(O)c(C(C)C)c(=O)[nH]2)cc1OC
  -2%, 0%, -7%, 2.0%, 5%, -5%[46.1 µM], 10%, -22%
> CCN(C(=O)COC(=O)c1ccc(OC)c(S(=O)(=O)N2CCCc3ccccc32)c1)C1CCS(=O)(=O)C1 (stereo unspecified)
  0%, 4%, i, -0.9%, 4%, 1%, 9%, -3%
> CCOC(=O)CSc1nnc(CNC(=O)c2ccc(OC)cc2)n1C1CCCCC1
  -2%, -1%[38.3 µM], -2%, -1.1%, -1%, -23%[46.1 µM], 3%, -21%
> COc1ccc(NC(=O)Cn2c(=O)sc3ccccc32)cc1
  5%, -1%[38.3 µM], i, -1.0%, 12%, 2%[46.1 µM], -2%, 25%
> COc1ccc(C(=O)NCCSc2ccccc2)cc1OC
  -1%, 3%, -9%, -0.1%, 13%, 4%, -2%, 14µM*
> Cc1cc(/C=C2/NC(=O)NC2=O)c(C)n1-c1ccncc1
  -2%, 12%, -6%, 1.3%, 14%, -30%, -9%, -4%
> O=C(CSc1ccc2nnc(-c3ccccn3)n2n1)Nc1ccc2c(c1)OCCO2
  -4%, -7%[38.3 µM], -3%, -1.0%, 1%, -3%[46.1 µM], 1%, -9%
> CCCN(CCO)CCCc1ccccc1
  -4%, 28%[38.3 µM], i, 0.7%, 4%, 6%[46.1 µM], ?, 3%
> CC(C)OC(=O)Nc1ccc(-c2ccc(NC(=O)OC(C)C)cc2Cl)c(Cl)c1
  ·, ·, 8%, -1.1%, -3%, 4%, 4%, ·
> COCCCNC(=O)/C=C/c1ccc(Cl)cc1Cl
  4%, 3%[38.3 µM], -13%, -0.1%, -3%, 6%[46.1 µM], 3%, -2%
> COCCn1c(C)cc(C(=O)CSc2nc3ccccc3o2)c1C
  -3%, 7%[38.3 µM], -2%, -2.7%, 5%, -18%[46.1 µM], -1%, 7.9µM*
> CC(C)CNc1nc(NC(C)(C)C)nc(Oc2ccc(=O)[nH]n2)n1
  3%, 4%, -4%, -1.5%, 6%, 2%, 11%, 6%
> CN=C1SC(CC(=O)Nc2ccccc2F)C(=O)N1C (stereo unspecified)
  0%, 10%[38.3 µM], -9%, -0.9%, 10%, 11%[46.1 µM], 3%, 10%
> CC(C)Cc1oc(C(=O)O)cc1CN
  -1%, 29%[38.3 µM], -5%, -3.6%, -6%, -14%[46.1 µM], 4%, 13%
> CCCC1=NN(C(=O)Cc2ccc([N+](=O)[O-])cc2)C(O)(C(F)(F)F)C1 (stereo unspecified)
  1%, 4%, -6%, -2.6%, 5%, -19%, 6%, -35%[inhibitor]
> COc1ccccc1-c1cc(C(=O)N/N=C/C=C/c2ccccc2[N+](=O)[O-])c2ccccc2n1
  -3%, 21%[38.3 µM], i, -0.7%, -5%, -10%[46.1 µM], -5%, -18%
> CCC(=O)Nc1cccc(SC)c1
  0%, -3%, 0%, -1.0%, 1%, 11%, 6%, -3%
> Cc1cccc(-c2nc(C)cc(=O)[nH]2)c1
  ·, ·, 5%, 5.5%, 7%, 7%, -7%, ·
> O=C(CSc1nncn1-c1ccccc1)Nc1cccc(S(=O)(=O)N2CCCCC2)c1
  -1%, 7%, -6%, 3.5%, -21%, 12%, 4%, -14%
> CN1CC(=O)N(CC(=O)N2CCC(Cc3ccccc3)CC2)C1=O
  1%, 7%, -10%, -8.3%, 4%, 6%, 2%, -12%
> COc1ccc(-c2nn(-c3ccccc3)cc2CO)cc1
  0%, 15%[38.3 µM], -7%, 0.0%, 4%, -1%[46.1 µM], ?, -44%[inhibitor]
> CCOC(=O)C1C(=O)NC(N2CCCCC2)=NC1C(C)C (stereo unspecified)
  -2%, -3%[38.3 µM], -11%, -1.0%, -4%, -12%[46.1 µM], 7%, 13%
> Cc1cccc(C)c1NC(=O)COC(=O)C1CC(=O)N(Cc2ccccc2)C1 (stereo unspecified)
  5%, 3%, -1%, -1.3%, -1%, 9%, -7%, 19%
> Fc1ccc(NC(=S)N2CCN(c3ncccn3)CC2)cc1
  -2%, 4%, 14%, 1.1%, 6%, 12%, 3%, -20%
> Cc1ccccc1NC(=O)C(C)O/N=C/c1cccc([N+](=O)[O-])c1 (stereo unspecified)
  7%, -1%[38.3 µM], -2%, -9.6%, 5%, -18%[46.1 µM], 5%, -13%
> COc1ccc(C2c3c(oc4ccc(C)cc4c3=O)C(=O)N2c2cc(C)ccn2)cc1OC (stereo unspecified)
  3%, -9%, i, -0.9%, -1%, -8%[46.1 µM], 2%, -1%
> CCN1CCN(CCNC(=O)CS(=O)(=O)Cc2nc(-c3ccc(C)cc3)oc2C)CC1
  1%, -4%[38.3 µM], -4%, 3.7%, 5%, 0%[46.1 µM], -1%, -4%
> COc1ccc(C2CC(c3c(O)cc(C)oc3=O)=NCCS2)c(OC)c1 (stereo unspecified)
  -10%, -7%[38.3 µM], -15%&-12%, 15%, 18%, ?, -29%, ?
> O=c1c([N+](=O)[O-])c(N2CCCCC2)c2ccccc2n1-c1ccccc1
  -4%, 16%[38.3 µM], i, -0.2%, 11%, -7%[46.1 µM], 3%, 0%
> Cc1ccnc(SCc2cc(=O)c(OC(=O)c3ccc(S(=O)(=O)N4CCCC4)cc3)co2)n1
  -2%, -1%, i, 0.0%, 19%, -2%, -26%, 3%
> COc1ccc(S(=O)(=O)Nc2cc(Sc3ncn[nH]3)c(O)c3ccccc23)cc1
  -1%, 65%[activator][38.3 µM], -7%, ?, -35%, ?, ?, -95%[inhibitor]
> CC(Cc1ccccc1)C(=O)NCc1nc2ccccc2s1 (stereo unspecified)
  1%, 3%, i, -1.0%, 6%, 2%, -7%, -2%
> COc1ccc(-c2csc(-n3ncc(-c4ccccn4)c3N)n2)cc1
  -2%, 6%, 0%, -0.4%, 12%, -15%, 2%, -52%[inhibitor]
> O=C(/C=C/c1cccs1)N1CCOCC1
  -6%, -1%, i, -0.6%, 1%, 17%, 0%, 2%
> O=C(CSc1nc2ccccc2[nH]1)N1c2ccccc2Sc2ccccc21
  4%, 13%, ?, -1.1%, 16%, -27%, -1%, -10%
> Cc1ccc(C(=O)N2CCN(C(=O)c3ccccc3)C2c2ccc(N(C)C)cc2)cc1 (stereo unspecified)
  -2%, 17%, -16%, -0.9%, -10%, -9%, ?, 1%
> CCN(CC)CCNc1cc(C)nc2c1C(=O)C(=O)C=C2N1CCCCC1
  -20%, 41%[activator], -15%, 1.6%, 2%, -34%, ?, -100%[inhibitor]
> O=C(c1ccccc1)N1CCN(CC#CC2(O)CCCCC2)CC1
  2%, -3%[38.3 µM], i, -0.1%, -5%, -9%[46.1 µM], 2%, -13%
> S=c1[nH]c(-c2ccccc2)cn1/N=C/c1cccc2ccccc12
  2%, 2%, -7%, 12%, 6%, -32%, ?, -2%
> CCOC(=O)N/N=C/c1c(F)c(F)c(F)c(F)c1F
  0%, -10%, 4%, 0.0%, -10%, 3%, 0%, -28%

Laid out differently: results already given.
structure,Luc counter,IMPase Li inh,RECQ1 helicase,Epigenetic reg,RGS12 GoLoco inh,NPSR antag,KDM4E inh,SMN2 splice up
Cc1cccc(C)c1NC(=O)COC(=O)C1CC(=O)N(Cc2ccccc2)C1 (stereo unspecified),5%,3%,-1%,-1.3%,-1%,9%,-7%,19%
Fc1ccc(NC(=S)N2CCN(c3ncccn3)CC2)cc1,-2%,4%,14%,1.1%,6%,12%,3%,-20%

Next part.
Below each SMILES: Luc counter, IMPase Li inh, RECQ1 helicase, Epigenetic reg, RGS12 GoLoco inh, NPSR antag, KDM4E inh, SMN2 splice up
> CC1(C)CC(OC(=O)c2ccco2)CC(C)(C)N1O
  5%, -10%[38.3 µM], 14%, -1.1%, -11%, -4%[46.1 µM], -6%, -2%
> CCOC(=O)Cn1c(C(F)(F)F)nc2nc(Cl)c(Cl)nc21
  -3%[7.66 µM], -2%, ·, ·, 4%[14.2 µM], ·, ·, -11%[9.22 µM]
> Cc1cccc(NC(=O)c2ccccc2NC(=O)Cc2ccccc2)c1C
  -2%, -6%[38.3 µM], -10%, -1.1%, 9%, -5%[46.1 µM], -15%, 3%
> O=C(Cc1cccc(Cl)c1)Nc1ccc(Br)cc1
  -8%, 10%, -6%, -4.3%, 8%, 31%, -10%, ·
> CCOC(=O)CN1CC23C=CC(O2)C(C(=O)NCc2cccs2)C3C1=O (stereo unspecified)
  1%, -9%[38.3 µM], i, -2.8%, -1%, -8%[46.1 µM], 11%, -6%
> CCn1c(=N)c(C(=O)NC)cc2c(=O)n3cccc(C)c3nc21
  -4%, 24%[38.3 µM], 32%[activator], 0.4%, 11%, -9%[46.1 µM], ?, ?
> CC1(C)C(=O)OC(c2cccs2)C(C)(C)C1=O (stereo unspecified)
  ·, ·, i, -1.0%, ·, -10%[46.1 µM], -9%, ·
> C#CCOCCOCCOCCNc1nc(N2CCN(C(=O)[C@H]([C@@H](C)O)n3cc(CCCCN)nn3)CC2)nc(N2CCN(C(=O)[C@H]([C@@H](C)CC)n3cc(CCCN=C(N)N)nn3)CC2)n1
  -1%, 8%, 4%, 1.2%, 3%, 15%, -9%, -9%
> CCn1c2ccccc2c2cc(NC(=O)CSc3nnc(-c4ccc(OC)c(OC)c4)n3N)ccc21
  -3%, 7%[38.3 µM], -12%, -2.0%, 25%, -19%[46.1 µM], 2%, -11%
> CC(=O)N1CCC2(CC1)CCN(c1ncccn1)CC2
  0%, -4%, -20%, ·, 7%, ·, ·, -10%
> CCC(C(=O)Nc1ccsc1C(=O)OC)c1ccccc1 (stereo unspecified)
  3%, 14%, i, -1.9%[10.1 µM], -1%, -52%, -2%, -15%
> COc1ccccc1N1CCN(CC(=O)c2c(C)[nH]c3ccccc23)CC1
  -4%, 5%[38.3 µM], -4%, -0.2%, 0%, 2%[46.1 µM], -7%, 4%
> CC1(C)CC(=O)C2=C(C1)Nc1ccccc1N=C2
  -18%, 12%, -10%, 5.8%, -2%, -7%[46.1 µM], ?, ?
> O=C1NC(=Nc2ccccc2)c2ccc([N+](=O)[O-])cc21
  2%, 1%, -2%, 0.0%, -2%, 9%, 2%, ?
> CCOC(=O)c1c(NC(=O)CSc2nnc(-c3cccnc3)o2)sc2c1CCC2
  0%, 13%, 1%, 0.0%, 0%, -18%[46.1 µM], -9%, -10%
> C/C(=N\NC(=O)c1ccncc1)c1ccc(N(C)C)cc1
  4%, 34%[activator], i, 2.2%, -4%, 2%, 55%[activator], 4%

Compound activity (PubChem)
